SIAE inh: human SIAE inhibition, primary screen; hit rate 0.69% among 370,000; SIAE FP-Rh probe binding, fluorescence polarization; AID 1053197; inhibition, % at 9.66 µM; Q9HAT2;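 active means inhibition above a cutoff: mean of compounds within the control limits plus 3 SD of those, cut at about 17% in these data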;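 further: 0% = plate median of compound wells and 100% = probe without SIAE protein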
rCAG RNA binder: binds r(CAG) RNA repeats; r(CAG) RNA repeat, TO-PRO-1 dye displacement fluorescence; inhibition, % at 3 µM; hit rate 1.3% among 370,000;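 active means inhibition above the plate cutoff, the mean of all test compounds on that plate plus 3 SD, cut at about 35% in these data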;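 further: 0% = DMSO alone and 100% = 100 µM mitoxantrone as full dye displacement; higher means more dye released from RNA so lower well fluorescence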
HTRA1 inh: inhibitors of human serine peptidase HTRA1. Q92743. inhibition, % at 5.96 µM. recombinant HTRA1, FP-rhodamine activity-based probe, fluorescence polarization. hit rate 0.5% among 340,000; in the data active means inhibition above about 36%;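 further: 0% = enzyme with DMSO and 100% = wells lacking enzyme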
NPR1 activator: GC-A (human) enzyme activation; hit rate 0.14% among 370,000; HEK293 GC-A cells, cGMP TR-FRET, EC30 ANP; 0% at EC30 ANP, 100% saturating ANP; AID 1671463; activation, % at 10 µM; in the data active means activation above about 40%
Target sequence (P16066 whole entry, looked up): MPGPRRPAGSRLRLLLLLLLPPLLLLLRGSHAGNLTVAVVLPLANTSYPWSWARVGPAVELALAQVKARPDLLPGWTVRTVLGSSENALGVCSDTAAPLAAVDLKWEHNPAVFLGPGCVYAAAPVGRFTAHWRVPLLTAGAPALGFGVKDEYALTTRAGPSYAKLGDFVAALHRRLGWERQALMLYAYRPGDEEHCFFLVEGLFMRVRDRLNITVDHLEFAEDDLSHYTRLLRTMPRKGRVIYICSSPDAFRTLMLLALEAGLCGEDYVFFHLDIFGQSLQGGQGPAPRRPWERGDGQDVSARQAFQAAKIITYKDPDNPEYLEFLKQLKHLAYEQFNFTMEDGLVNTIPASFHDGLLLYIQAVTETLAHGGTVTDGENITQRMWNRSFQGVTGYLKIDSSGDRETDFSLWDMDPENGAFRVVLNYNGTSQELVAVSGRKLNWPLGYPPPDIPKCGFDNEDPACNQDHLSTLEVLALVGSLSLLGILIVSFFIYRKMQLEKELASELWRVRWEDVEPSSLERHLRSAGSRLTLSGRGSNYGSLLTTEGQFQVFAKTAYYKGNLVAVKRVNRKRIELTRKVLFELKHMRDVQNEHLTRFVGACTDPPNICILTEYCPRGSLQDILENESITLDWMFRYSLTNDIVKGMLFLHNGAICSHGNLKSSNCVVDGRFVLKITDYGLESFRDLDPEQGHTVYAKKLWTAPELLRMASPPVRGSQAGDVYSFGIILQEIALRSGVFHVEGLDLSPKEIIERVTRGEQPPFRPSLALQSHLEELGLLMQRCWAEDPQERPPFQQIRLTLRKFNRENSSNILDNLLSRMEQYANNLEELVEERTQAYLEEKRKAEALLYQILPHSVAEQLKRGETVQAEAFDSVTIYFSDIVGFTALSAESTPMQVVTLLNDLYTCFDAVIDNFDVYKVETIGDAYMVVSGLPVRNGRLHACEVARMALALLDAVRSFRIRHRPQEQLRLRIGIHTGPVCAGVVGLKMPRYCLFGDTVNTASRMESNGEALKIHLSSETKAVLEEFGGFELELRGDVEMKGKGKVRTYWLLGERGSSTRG
UHRF1 binding: blocks human UHRF1 binding to methylated DNA | AID 687016 | hit rate 0.75% among 370,000 | inhibition, % at 4.4 µM | UHRF1 binding to methylated oligo, TR-FRET | Q96T88; in the data active means inhibition above about 21%;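 further: UHRF1 SRA domain binding a hemimethylated CpG hairpin DNA probe; 0% = median of test compound wells and 100% = reference inhibitor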
ABHD4 inh: ABHD4 (mouse) inhibition, primary FP screen | Q8VD66 | purified mABHD4, FP-Rh probe fluorescence polarization | inhibition, % at 8.92 µM | hit rate 0.54% among 370,000;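 active means inhibition exceeding the mean over every tested compound plus 3 SD, cut at about 30% in these data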;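 further: 0% = plate median of compound wells and 100% = S159A mutant with DMSO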
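System: mouse ABHD4 enzyme, wild type / Medium: HEPES pH 7.0, NaCl, Pluronic buffer / Reagent: FP-Rh activity-based fluorescent probe / Control set: S159A mutant high control, sample median low control / Detection: fluorescence polarization with parallel and perpendicular emission, 525/598 nm / Schedule: 45 min + 60 min at 25 °C / Compound dosing: 8.92 µM, single dose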
MBD2 inh: inhibitors of human MBD2 binding to methylated oligonucleotide | Q9UBB5 | TR-FRET | inhibition, % at 4.4 µM | hit rate 0.31% among 370,000; in the data active means inhibition above about 13%
GC-B act: GC-B (human) receptor activation; hit rate 0.11% among 370,000; P20594; activation, % at 10 µM; HEK293-GC-B cells, CNP EC30, cGMP TR-FRET; 0% at EC30 CNP, 100% saturating CNP; AID 1920062;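 active means activation at 10 µM reaching about 35% in either raw or pattern-adjusted values, limit read from the data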
TCR CD3 inh: blocks the human TCR-CD3 interaction. TAMRA-labeled TCR probe fluorescence, biochemical. AID 651800. hit rate 0.37% among 360,000. inhibition, % at 9.4 µM; in the data active means inhibition above about 19%;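 further: recombinant mutant TCR 2C K166C tagged with TAMRA read by polarization; 0% = receptor in buffer alone and 100% = receptor with positive control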
PRMT1 FP inh: inhibitors of human PRMT1; recombinant PRMT1, activity-based probe fluorescence polarization; inhibition, % at 2.79 µM; hit rate 1.3% among 370,000;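 active means inhibition above about 21% made by adding two undisclosed values, limit read from the data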
Active calls of the source: *; x = not tested or not shown.

SMILES	SIAE inh	rCAG RNA binder	HTRA1 inh	NPR1 activator	UHRF1 binding	ABHD4 inh	MBD2 inh	GC-B act	TCR CD3 inh	PRMT1 FP inh
CN(C)C=NC(=O)c1cc(C(=O)c2ccc(C(C)(C)C)cc2)c[nH]1	-4.1	-9.2	-6.6	-3.5	-1.3	-5.4	-5.2	0.5	9.4	-1.8
Cc1cc(C(=O)NC2CCCCC2)c2cc(F)ccc2n1	4.5	-2.2	-0.6	0.0	-0.6	5.1	-0.4	3.5	2.2	-3.8
CCOC(=O)c1c(C)nc2c(C)cccn12	0.8	-2.0	-2.5	5.3	-2.2	-5.5	3.5	-1.7	-6.5	2.6
COc1ccc(-c2cc(C(F)(F)F)nc(SCC(=O)NCc3ccco3)n2)cc1OC	-5.3	5.5	-1.3	-3.6	4.5	-14.6	4.9	1.8	-7.4	10.7
O=C(N/N=C/c1ccc(Cl)cc1)c1ccc2nc[nH]c2c1	-4.0	2.7	-4.0	3.1	0.5	-1.1	-4.4	-0.2	-2.4	-1.3
COc1ccccc1OCCOc1ccc(/C=C2\C(=N)N3N=C(C)SC3=NC2=O)cc1	-0.6	30.9	-14.0	-3.0	-1.7	-5.3	1.8	-1.3	-1.1	-1.9
O=C1C=C(N2CCCCCC2)C(=O)N1c1ccc(Cl)cc1	3.8	2.3	-1.0	-4.9	-0.2	-0.9	-3.7	0.4	-0.6	2.2
O=C(c1ccccc1O)N1CCOCC1	-1.5	0.1	0.2	3.6	1.0	4.8	-0.6	10.8	0.3	-4.3
CN(c1ccccc1)S(=O)(=O)c1ccc(C(=O)NCC(c2ccco2)N2CCCCC2)cc1 (stereo not given)	-12.7	2.6	-3.2	2.9	1.3	-2.6	1.9	4.7	-8.2	-5.1
Cc1cc(C)nc(Nc2n[nH]c(-c3ccc(C(C)(C)C)cc3)n2)n1	11.2	1.9	13.6	3.2	-5.6	3.0	-0.8	3.0	-2.2	-1.7
CC(C)(C)NC(=O)NC(=O)COC(=O)c1cccc(F)c1	1.8	-3.6	16.6	-3.1	-2.2	0.3	1.1	-1.4	6.3	-3.5
COc1ccc(NC(=O)N(C)C[C@H]2Oc3ccc(NC(=O)Nc4c(C)noc4C)cc3C(=O)N([C@H](C)CO)C[C@H]2C)cc1	17.1*	-6.6	3.2	1.5	-1.7	3.6	-2.1	2.5	3.9	1.3
Nc1cc(=O)[nH]c(SCC(=O)N2CCCc3ccccc32)n1	-0.5	1.9	-5.6	-0.9	-1.6	8.1	0.6	4.6	8.1	9.7
Cc1occc1-c1nnc(SCC(=O)O)n1-c1ccccc1	-4.3	-3.1	-5.1	-3.6	1.6	1.4	2.0	2.0	0.0	6.7
CCOC(=O)c1c(NC(=O)c2cccnc2)sc(C)c1C	-6.8	-0.7	-14.1	-4.7	-2.9	-7.2	0.1	-3.1	4.1	-1.0
Cc1cc(-c2ccccc2)nc(Oc2ccc(C(C)(C)C)cc2)c1S(C)(=O)=O	-2.7	0.1	-48.0	-5.9	0.7	-14.7	-4.9	0.5	11.6	-0.8
Cc1ccc(S(=O)(=O)c2nc(Cc3ccccc3)oc2N2CCOCC2)cc1	3.8	1.2	3.7	0.7	4.9	-4.1	-4.3	0.5	-5.7	17.2
Cc1ccc([C@H]2C[C@@H](O)[C@H](n3cc(COC(=O)c4ccccc4)nn3)CN2C(=O)C2CCCCC2)cc1	-7.2	0.4	-19.1	-10.2	-1.0	-8.0	0.6	-14.8	4.9	-1.6
O=C(NCc1ccccc1Cl)C1CC(=O)N(Cc2ccccc2)C1 (stereo not given)	-6.7	-2.7	-4.8	-2.9	2.4	1.6	0.3	3.4	4.0	-2.1
Cn1c(=O)c2c(ncn2CC(=O)Nc2nc(-c3ccccc3Cl)cs2)n(C)c1=O	-7.2	2.4	0.7	-0.5	2.2	-6.8	4.2	-0.1	-4.7	5.5
Cc1cc(C)cc(N2C(=O)C=CC2=O)c1	-4.5	6.5	-5.4	32.9	0.6	-1.1	-5.3	7.4	1.3	80.2*
CC(C)C(OC(=O)c1nsc(Cl)c1Cl)C(=O)NC(C)(C)C (stereo not given)	-3.5	-6.8	1.4	2.4	1.1	-0.7	-0.2	-3.4	-4.4	8.0
O=C(O)CC(Cc1ccc(Cl)cc1)C(=O)Nc1ccc([N+](=O)[O-])cc1 (stereo not given)	-0.8	14.7	-0.1	0.6	1.5	4.4	1.7	-0.8	-2.4	-0.2
CCOP(=O)(OCC)c1nc(/C=C/c2ccccc2)oc1NCc1ccccc1	6.4	-6.9	-17.5	-3.5	-0.5	-3.2	-1.1	-4.7	-2.1	-0.6
CC(=O)N1CCc2cc(S(=O)(=O)NC3CCCc4ccccc43)ccc21 (stereo not given)	-3.4	-1.4	-5.0	1.0	0.0	-1.7	-2.8	1.8	-1.4	-2.2
(more compounds)
SMILES	SIAE inh	rCAG RNA binder	HTRA1 inh	NPR1 activator	UHRF1 binding	ABHD4 inh	MBD2 inh	GC-B act	TCR CD3 inh	PRMT1 FP inh
Cc1cc(O)ccc1Nc1nc(-c2sc(N)nc2C)cs1	5.2	23.9	26.1	-4.0	-4.5	16.1	-5.9	-0.1	-6.6	34.0*
Cc1ccc(C2=CC(c3ccccc3)n3ncnc3N2)cc1 (stereo not given)	5.1	-6.2	-4.4	2.4	-3.8	-0.9	-2.6	1.5	4.2	5.2
Cc1ccc(CNC(=O)c2ccc(N3CCC4(CC3)CC(c3ccccc3)=NO4)c(NC(=O)c3ccco3)c2)cc1	-12.1	8.8	-61.0	2.1	-1.5	-11.9	-5.4	9.9	-0.8	-2.7
CCN1CCN(C(CNS(=O)(=O)c2ccc(OC)cc2)c2cccnc2)CC1 (stereo not given)	-4.8	0.0	0.9	2.1	1.2	-8.9	7.1	-3.1	-10.7	3.9
Cc1cccc(-n2ncc3c2CCCC3NC(=O)CCN2Cc3ccccc3C2=O)c1C (stereo not given)	-4.4	-4.6	10.6	0.0	-1.2	-1.7	0.4	-0.5	3.2	-1.8
N/C(=N\OC(=O)CCC1CCCCC1)c1ccccn1	13.2	-6.7	-3.4	2.8	0.0	-7.0	-1.2	2.6	-3.4	-2.6
Nc1nc(-c2cccs2)c(NC(=O)c2ccccc2)s1	1.1	4.6	3.3	2.7	-5.4	6.5	-1.2	1.1	1.0	0.6
CSCCC(N=C1NS(=O)(=O)c2ccccc21)C(=O)NCc1ccccc1F (stereo not given)	-4.3	0.0	-0.7	-2.3	4.1	-6.5	3.2	0.7	-8.5	-1.8
Cc1oc(-c2ccccc2)[n+]([O-])c1C	1.5	-1.7	1.8	4.1	-0.4	2.1	-2.4	6.1	-9.8	-3.2
CC1(c2nc3ccccc3[nH]2)CCC(=O)N1Cc1ccc(F)cc1 (stereo not given)	0.0	1.3	x	1.8	-1.6	1.4	-2.6	-0.5	-2.1	-2.1
CC(C)n1nccc1NS(=O)(=O)c1ccccc1	-11.4	1.5	9.1	2.9	0.5	-2.6	3.8	1.5	1.4	0.9
Cc1cccc(NC(=O)CSc2ncnc3nc[nH]c23)c1	0.1	2.4	-3.8	-2.3	2.8	3.8	-3.7	8.9	-0.7	1.7
COC(=O)[C@@]1(Cc2ccc(F)cc2)[C@H]2c3cc(C(=O)N4CCCC4)n(CCc4ccc(OC)c(Br)c4)c3C[C@H]2CN1C(=O)c1ccccc1	-7.1	11.3	x	-9.0	1.1	-10.7	3.4	-0.9	-6.9	1.1
CO/N=C/c1ccc(Sc2ccccc2N)c([N+](=O)[O-])c1	-2.0	2.1	-29.9	-2.8	11.9	-2.9	3.6	5.6	6.5	4.2
CC(C)CCNc1cc(=O)n(C)c(=O)n1C	1.4	1.3	3.0	5.1	-1.9	3.1	-5.9	0.0	7.9	-2.2
COc1ccc(-c2csc3nc(-c4ccccc4F)oc(=O)c23)cc1OC	-27.2	3.0	-27.0	35.9	1.2	7.0	-3.0	8.8	-6.4	-0.7
Cc1cc(C)n2nc(C(=O)N/N=C/c3ccccc3Cl)nc2n1	-1.3	-1.6	6.2	2.2	-3.2	0.7	0.3	4.6	8.3	-3.3
Cc1cc(Cn2nnc3ccccc32)c(O)c(C(C)(C)C)c1	4.4	-1.7	-47.8	1.2	-0.5	-4.0	-1.4	-1.8	8.4	-0.8
CN(C)C(=O)c1ccccc1Sc1ccc(Cl)cc1Cl	1.0	-6.6	1.8	-2.3	-1.0	5.7	-2.9	-0.6	-3.8	-2.0
C=CCn1c(SCC(=O)NCC)nnc1-c1cc2c(s1)CCC(CC)C2 (stereo not given)	-4.0	-9.7	-18.4	-1.7	0.5	-6.6	-0.9	3.8	5.3	-3.6
CCOC(=O)c1c(NC(=O)CSc2nnc(Cc3csc(N)n3)n2C)sc(C)c1C	-1.4	6.2	-6.0	-5.5	-0.3	5.2	-6.1	0.4	-8.0	0.7
O=C(Nc1ccccc1)C1CCN(C(=O)c2ccco2)CC1	-13.7	-0.6	4.2	4.0	4.0	-6.8	7.8	2.3	2.7	3.9
O=C(NC1CCCCCC1)C1CCC(=O)N(Cc2ccccc2F)C1 (stereo not given)	-6.8	-7.2	5.8	-1.0	-0.3	1.7	1.7	1.4	10.8	-0.5

As entered above.
In NPR1 activator, CCOC(=O)c1c(C)nc2c(C)cccn12 shows 5.3
In ABHD4 inh, COC(=O)[C@@]1(Cc2ccc(F)cc2)[C@H]2c3cc(C(=O)N4CCCC4)n(CCc4ccc(OC)c(Br)c4)c3C[C@H]2CN1C(=O)c1ccccc1 shows -10.7
In UHRF1 binding, O=C1C=C(N2CCCCCC2)C(=O)N1c1ccc(Cl)cc1 shows -0.2

Filtered by structure: the entries above containing a nitro group on carbon (two)
SMILES	SIAE inh	rCAG RNA binder	HTRA1 inh	NPR1 activator	UHRF1 binding	ABHD4 inh	MBD2 inh	GC-B act	TCR CD3 inh	PRMT1 FP inh
O=C(O)CC(Cc1ccc(Cl)cc1)C(=O)Nc1ccc([N+](=O)[O-])cc1 (stereo not given)	-0.8	14.7	-0.1	0.6	1.5	4.4	1.7	-0.8	-2.4	-0.2
CO/N=C/c1ccc(Sc2ccccc2N)c([N+](=O)[O-])c1	-2.0	2.1	-29.9	-2.8	11.9	-2.9	3.6	5.6	6.5	4.2

Just rCAG RNA binder, for 3 of the compounds above:
compound	rCAG RNA binder
CC(C)n1nccc1NS(=O)(=O)c1ccccc1	1.5
CC1(c2nc3ccccc3[nH]2)CCC(=O)N1Cc1ccc(F)cc1 (stereo not given)	1.3
CCN1CCN(C(CNS(=O)(=O)c2ccc(OC)cc2)c2cccnc2)CC1 (stereo not given)	0.0

A different layout for part of the listing above:
Cc1cc(C(=O)NC2CCCCC2)c2cc(F)ccc2n1
  SIAE inh = 4.5; rCAG RNA binder = -2.2; HTRA1 inh = -0.6; NPR1 activator = 0.0; UHRF1 binding = -0.6; ABHD4 inh = 5.1; MBD2 inh = -0.4; GC-B act = 3.5; TCR CD3 inh = 2.2; PRMT1 FP inh = -3.8
Cc1ccc(CNC(=O)c2ccc(N3CCC4(CC3)CC(c3ccccc3)=NO4)c(NC(=O)c3ccco3)c2)cc1
  SIAE inh = -12.1; rCAG RNA binder = 8.8; HTRA1 inh = -61.0; NPR1 activator = 2.1; UHRF1 binding = -1.5; ABHD4 inh = -11.9; MBD2 inh = -5.4; GC-B act = 9.9; TCR CD3 inh = -0.8; PRMT1 FP inh = -2.7

Compound activity: PubChem, several laboratories

Some of the compounds tested; count on the stated rates, not on these rows.
